AID2073: disruptors of CaV2.2 binding to Mint1 – biochemical, HTRF (AID 2073); one-dose inhibition, % at 20 µM; IC50 in µM for titrated hits; hit rate 0.19% among 290,000; HTRF protein-protein interaction, Mint1-CaV2.2; higher % means a stronger effect; in the data active means inhibition mostly above about 51%, no sharp cut-off; further: some results filed as inactive read as strong as hits
SIAH1 antagonists: blockers of Siah-1 interaction with plectin peptide – biochemical, fluorescence polarization, rhodamine-plectin, uHTS, primary screen (AID 1817); Siah-1 / rhodamine-plectin peptide fluorescence polarization; higher % means a stronger effect; displacement, % at 20 µM, or IC50 in µM where a hit was titrated; hit rate 0.02% among 290,000;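 active means displacement of at least 50% at 20 µM, with a fluorescence ratio check between 0.3 and a set limit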;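 further: plate controls were Siah plus tracer with DMSO for no effect and tracer alone without Siah for full effect; strong numbers were not always called active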
LYP phosphatase: PTPN22 lymphoid phosphatase activity blockers – biochemical, fluorescence intensity, uHTS (AID 1779) | recombinant LYP phosphatase, fluorescence intensity; higher % means a stronger effect | inhibition, % at 11.5 µM; hits with a dose series show IC50 in µM | hit rate 0.054% among 290,000; in the data active means inhibition above about 50%;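 further: plate controls were vehicle with enzyme for no effect and no enzyme for full effect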
* hit, by the source's call. An excerpt (hit frequency here may not be typical).

Sample of the layout, 2 compounds:
LYP phosphatase	SIAH1 antagonists	AID2073	mol
-11%	1%	10%	CCC(C(=O)NC1CC1)n1nc(C)c2c(C)n(-c3ccc(C)cc3)nc2c1=O (configuration not stated)
-2%	6%	-2%	O=C(CSc1ccc(-c2ccccn2)nn1)Nc1ccc(F)cc1F

Main list, repeating the preview:
LYP phosphatase	SIAH1 antagonists	AID2073	mol
-11%	1%	10%	CCC(C(=O)NC1CC1)n1nc(C)c2c(C)n(-c3ccc(C)cc3)nc2c1=O (configuration not stated)
-2%	6%	-2%	O=C(CSc1ccc(-c2ccccn2)nn1)Nc1ccc(F)cc1F
-2%	1%	-2%	CC(=O)Nc1ccc(S(=O)(=O)N2CCC(C(=O)NCCC(=O)Nc3ccccc3)CC2)cc1
-9%	7%	-5%	CCN1CCN(S(=O)(=O)c2ccc(F)c(C(=O)Nc3c(F)cc(F)cc3Br)c2)CC1
-9%	-1%	6%	O=C(CC1C(=O)NCCN1C(=O)c1ccc([N+](=O)[O-])cc1)Nc1ccc(F)cc1 (configuration not stated)
-4%	2%	-1%	COc1ccc(CN(CC(=O)NCc2ccc(F)cc2)C(=O)CCC(=O)Nc2ccccn2)cc1
-8%	1%	7%	COc1ccc(N2CC(C(=O)NCCc3c[nH]c4ccccc34)CC2=O)cc1 (configuration not stated)
-14%	1%	5%	COc1cccc(OCc2cc(C(=O)NCC3CCCCC3)no2)c1
-1%	-11%	15%	O=C1/C(=C\c2cccc([N+](=O)[O-])c2O)SC(=S)N1Cc1ccccc1
-9%	11%	-14%	Oc1ccccc1-c1n[nH]c(=S)n1Cc1ccccc1
3%	5%	4%	C/C(=N\NC(=O)c1nnn(-c2nonc2N)c1-c1ccccc1)c1ccco1
-11%	4%	6%	COc1ccc(OC)c(-c2nc(CN3CCN(C(=O)c4ccco4)CC3)c(C)o2)c1
-10%	1%	7%	COc1ccc(C(=O)NCCCNC(=O)c2cccnc2)cc1OC
-8%	3%	-9%	COc1ccc(CN2CCN(C(=O)CCC(=O)Nc3nnc(C4CCCCC4)s3)CC2)cc1F
5%	-4%	10%	COc1ccc(NC(=O)c2cc3ccc(O)cc3o/c2=N\O)cc1
-10%	-1%	11%	O=S(=O)(NCc1cccs1)c1ccc(Br)cc1
-10%	3%	7%	COCC1CCN(C(=O)C2CCC(=O)N(Cc3ccc(Cl)cc3)C2)CC1 (configuration not stated)
-9%	3%	5%	CC(C)(C)C(=O)Nc1cc(NC(=O)C(C)(C)C)cc(C(=O)NNC(=O)c2ccncc2)c1
-8%	1%	-1%	O=C(NCc1ccco1)/C(=C/c1ccccc1F)NC(=O)c1ccccc1
-38%	-5%	14%	CNC(=O)/C(C#N)=C/c1c(N2CCCCCC2)nc2ccccn2c1=O
-10%	-2%	-1%	COC(=O)CCC(=O)N1CCC(CCC(=O)NCc2ccc(F)cc2)CC1
-6%	13%	-5%	CCN1CCN(S(=O)(=O)c2ccc(Cl)c(C(=O)N(CC)CC(=O)Nc3ccc(OC)cc3)c2)CC1
-14%	-3%	42%	CCc1ccc(-n2nc3cc(C)c(N)cc3n2)cc1
-11%	32%	34%	O=c1nc2c(-c3cccc(Br)c3)n[nH]n2c2ccccc12
-4%	0%	14%	Cc1onc(-c2ccccc2Cl)c1C(=O)N1CCN(C)CC1
-8%	-6%	3%	NS(=O)(=O)c1ccc(CCNC(=O)c2ccc(=O)[nH]c2)cc1
-5%	9%	16%	Cc1ccc(CNC(=O)CN(C)S(=O)(=O)c2ccc3c(c2)n(C)c(=O)c(=O)n3C)cc1
-10%	0%	3%	Cc1ccc(C(=O)C2=C(O)C(=O)N(Cc3cccnc3)C2c2cccc([N+](=O)[O-])c2)o1 (configuration not stated)
-10%	6%	7%	Cc1ccc(CN2CCCC(C(=O)N3CCCC3)C2)cc1 (configuration not stated)
-8%	-4%	12%	COc1ccccc1/C=C/C(=O)OC(C)CN1CCCCC1 (configuration not stated)
0%	-5%	8%	C=CCSc1nsc(NC(=O)Nc2ccc(F)cc2)n1
-5%	2%	29%	CC1(C)CC(=O)C(CS(=O)(=O)c2ccccc2)=C(O)C1
-9%	6%	13%	CC(C(=O)N(C)C1CCS(=O)(=O)C1)N1C(=O)/C(=C/c2ccco2)SC1=S (configuration not stated)
-7%	6%	-3%	CCn1cc(C(=O)NCCc2ccc(OC)cc2)c(=O)c2ccc(C)nc21
-4%	5%	12%	COc1ccc(-c2nn(-c3ccccc3)cc2C(=O)Nc2ccc(C(=O)O)cc2)cc1
-6%	0%	7%	Cc1cc(NC(=O)CCC(=O)N(CC(=O)NC2CCCC2)c2ccc(F)cc2)no1
-6%	-1%	2%	O=C(NCC(=O)N1CCC2(CC1)NCCc1[nH]cnc12)c1ccccc1F
-7%	-3%	8%	CC(C)N(Cc1nccn1C)C(=O)CC1C(=O)NCCN1Cc1ccc(F)cc1 (configuration not stated)
-6%	0%	24%	CCOC(=O)N1CCN(C(=O)c2ccc3c(c2)N(Cc2ccc(F)cc2)CCS3)CC1
4%	30%	20%	COc1ccc(NS(=O)(=O)c2ccc3c(c2)[C@H]2C=CC[C@H]2[C@@H](c2ccc(C(=O)O)cc2)N3)cc1

Grouped by structure, the entries above containing an aryl thioether with sulfur outside any ring.
LYP phosphatase	SIAH1 antagonists	AID2073	mol
-2%	6%	-2%	O=C(CSc1ccc(-c2ccccn2)nn1)Nc1ccc(F)cc1F
0%	-5%	8%	C=CCSc1nsc(NC(=O)Nc2ccc(F)cc2)n1

Six compounds picked at random from those above, as already listed:
LYP phosphatase	SIAH1 antagonists	AID2073	mol
-8%	1%	-1%	O=C(NCc1ccco1)/C(=C/c1ccccc1F)NC(=O)c1ccccc1
-8%	1%	7%	COc1ccc(N2CC(C(=O)NCCc3c[nH]c4ccccc34)CC2=O)cc1 (configuration not stated)
-7%	-3%	8%	CC(C)N(Cc1nccn1C)C(=O)CC1C(=O)NCCN1Cc1ccc(F)cc1 (configuration not stated)
-6%	0%	7%	Cc1cc(NC(=O)CCC(=O)N(CC(=O)NC2CCCC2)c2ccc(F)cc2)no1
-4%	5%	12%	COc1ccc(-c2nn(-c3ccccc3)cc2C(=O)Nc2ccc(C(=O)O)cc2)cc1
-4%	2%	-1%	COc1ccc(CN(CC(=O)NCc2ccc(F)cc2)C(=O)CCC(=O)Nc2ccccn2)cc1

Carrying on.
LYP phosphatase	SIAH1 antagonists	AID2073	mol
-9%	0%	2%	CC(=O)c1ccccc1C(=O)N1CCCC(CCC(=O)N2CCN(c3ccccn3)CC2)C1 (configuration not stated)
-7%	7%	3%	COc1cc([N+](=O)[O-])ccc1NC(=O)C1C2C=CC(C2)C1C(=O)O (configuration not stated)
-2%	6%	4%	O=C(O)c1cc(NN=Nc2cccc(S(=O)(=O)O)c2)cc([N+](=O)[O-])c1
-5%	6%	-15%	CC(CC(=O)Nc1nnc(C(C)(C)C)s1)c1ccccc1 (configuration not stated)
-5%	0%	12%	COc1cccc(C(=O)NCC(=O)N/N=C/c2ccc3c(c2)OCO3)c1
-12%	-1%	15%	O=[N+]([O-])c1cccc(S(=O)(=O)N2CCN(c3ccccn3)CC2)c1
-10%	3%	14%	CC(CCc1ccccc1)NC(=O)CNC(=O)c1cccs1 (configuration not stated)
-12%	7%	25%	Cc1sc2ncn(CC(=O)N3CCC(C(N)=O)CC3)c(=O)c2c1S(=O)(=O)N1CCOCC1
1%	0%	-6%	CCOC(=O)c1cnc2c(C)cc(Cl)cc2c1N1CCN(C)CC1
-8%	-2%	11%	COC(=O)c1ccc(CNC(=O)c2sccc2-c2ccccc2)cc1
-1%	2%	12%	COc1ccc(/C=N/NC(=O)CNC(=O)c2ccncc2)cc1OC
-9%	11%	-3%	COc1ccc(/C=N/n2c(C)nc3ccccc3c2=O)cc1
-1%	2%	-2%	Cc1cc(CN2CCC(n3nccc3NC(=O)c3ccccc3Cl)CC2)cc(C)c1O
0%	3%	19%	O=C(O)CCCc1ccc2ccc3cccc4ccc1c2c34
-5%	2%	7%	CCN(CC)CCCN(Cc1cc2cc3c(cc2[nH]c1=O)OCO3)C(=S)NCCCN(C)C
-6%	6%	8%	COc1ccccc1CNC(=O)CCS(=O)(=O)c1ccc2c(c1)CCN2C(C)=O
-7%	1%	7%	C=CCNC(N)=S
-5%	1%	11%	Cc1ccc(C)c(Cn2nc3c4ccccc4n(Cc4ccccc4)cc-3c2=O)c1
-2%	-1%	12%	COCCNC(=O)NC(=O)CN1C(=O)NC(Cc2c[nH]c3ccccc23)C1=O (configuration not stated)
-7%	1%	-1%	CCc1ccc(NC(=O)[C@H](Cc2ccccc2)NC(=O)C2CCN(C(=O)[C@@H](N)CC(C)C)CC2)cc1
-8%	0%	0%	O=C(c1ccc2oc(CCCc3ccccc3)nc2c1)N1CCCC1
-4%	-4%	-1%	CCOC(=O)C1(Cc2cccc(Cl)c2)CCCN(C(=O)c2cnn(CC)c2)C1 (configuration not stated)
-13%	1%	20%	CCc1cc(=O)oc2cc(OC(=O)CN3C(=O)NC4(CCCC4)C3=O)ccc12
-7%	12%	4%	Cn1c(CNC(=O)c2ccc(F)cc2)cc2ccccc21
-3%	-2%	-11%	O=C(Nc1ccc2nc3n(c(=O)c2c1)CCCCC3)c1c(F)ccc([N+](=O)[O-])c1F
-6%	-2%	18%	O=C(O)CC/C(=C\c1ccc2c(c1)OCO2)c1nc2ccccc2s1
-1%	11%	10%	Cc1ccc(C(=O)N/N=C\c2cccc(OC(=O)c3cccc(F)c3)c2)cn1
-10%	-8%	0%	CCc1ccc(N2CC(C(=O)Nc3ccc(S(=O)(=O)NCC4CCCO4)cc3)CC2=O)cc1 (configuration not stated)
-6%	-1%	-2%	Cc1cccc(NC(=O)CN(CCc2ccccc2)S(C)(=O)=O)c1
2%	-1%	-10%	O=C(Nc1ccccc1Cl)c1ccc2nccnc2c1
-7%	-3%	-5%	N#Cc1ccc(C(=O)N2CCN(c3ncccn3)CC2)cc1
-4%	-5%	5%	COC(=O)N1C(=O)[C@@](CC(C)C)(c2ccccc2)N1C(=O)OC
-7%	0%	-9%	COc1ccc(S(=O)(=O)N2CCN(C(=S)NCCc3ccccc3)CC2)cc1
-7%	7%	-6%	CCN(CC)S(=O)(=O)c1ccc2c(c1)nc(SC(C)C(=O)NCC1CCCO1)n2CC (configuration not stated)
-7%	-5%	11%	COc1ccccc1N1C(=O)c2cccc3cccc(c23)C1=O
-8%	13%	14%	Cc1nn(C(C)C(=O)NCc2cccs2)c(=O)c2nn(-c3ccccc3)c(C)c12 (configuration not stated)
-8%	2%	5%	CSc1ccc(CCNC(=O)c2nn(C)c3c2CS(=O)(=O)c2ccccc2-3)cc1
-6%	2%	34%	CSc1ncc(C(=O)Nc2ccc(C)cc2C)c(C)n1
-5%	0%	6%	CSCCC(NC(=O)COc1ccccc1)C(=O)NCC1COc2ccccc2O1 (configuration not stated)
-7%	8%	4%	Cn1c(-c2ccc(F)cc2)cnc1NCc1ccccc1F
-4%	17%	-1%	CN(C)c1ccc(C(C(=O)NC2CCCC2)N(C(=O)c2csnn2)C2CC2)cc1 (configuration not stated)
2%	-6%	-1%	COc1ccc(/C=C/C(=O)Oc2ccc(/C=N/NC(=O)c3ccncc3)cc2)cc1
-8%	9%	-2%	COc1ccc(CN2CCNC(=O)C2CC(=O)N(C)Cc2nonc2C)c(F)c1 (configuration not stated)
-4%	-2%	2%	O=C(CCNC(=O)c1ccc([N+](=O)[O-])cc1)Nc1ccc(F)cc1
-7%	-2%	5%	COc1ccc(C(=O)N/N=C\c2ccoc2)cc1
-14%	2%	-1%	COC(=O)C1=C(c2ccc(OC)cc2)OC(=O)C1(C)C
-3%	3%	6%	O=C(Cc1ccc(Cl)cc1)NCC(=O)N1CCN(Cc2ccccc2)CC1
-9%	1%	3%	CCC1Sc2ccc(S(=O)(=O)N3CCN(c4ccccc4)CC3)cc2NC1=O (configuration not stated)
-7%	0%	25%	COc1ccccc1-c1c(C(F)(F)F)oc2c(CN(C)C)c(O)ccc2c1=O
-8%	3%	24%	CC(C)c1ccc(C(=O)Nc2nnc(S(=O)(=O)N3CCCCC3)s2)cc1
-7%	13%	-5%	Cc1ccc(C(=O)N2CCCCCC2)cc1S(=O)(=O)Nc1ccccc1
-8%	2%	1%	Nc1c(Br)c(=O)[nH]c(=O)n1-c1ccc(F)cc1
-14%	10%	23%	COc1ccc(CNC(=O)COc2cc3c(c4oc(=O)cc(C)c24)CCC(C)(C)O3)cc1
-4%	6%	2%	O=C(COc1ccccc1Cl)Nc1ccc(S(=O)(=O)Nc2ccccn2)cc1
-5%	2%	17%	COc1ccc(Cl)cc1NC(=O)C1CCCN(S(C)(=O)=O)C1 (configuration not stated)
-5%	-3%	-5%	Cc1cccc(NC(=O)CSc2cccc3cccnc23)c1
-7%	0%	5%	Cc1cc(OC(=O)c2ccccc2Br)c([N+](=O)[O-])c(=O)[nH]1
1%	-5%	11%	COc1ccc(/C=N/NC(=O)c2ccccc2OC)cc1COc1ccc(C)cc1
-1%	3%	8%	O=C(Nc1ccc(S(=O)(=O)N2CCCCC2)cc1)C1CCN(C(=O)c2ccco2)CC1
-2%	-2%	-38%	Cc1ccc(C(=O)Oc2cc(N)n(S(=O)(=O)c3ccc(F)cc3)n2)cc1
-10%	1%	-4%	COc1ccc(CC(NC(C)=O)C(=O)NC2CCN(S(=O)(=O)c3ccc(NC(C)=O)cc3)CC2)c(OC)c1 (configuration not stated)
-4%	-6%	-7%	COc1ccc(-c2ccc(CCC(=O)O)n2CC(=O)Nc2ccccc2C)cc1
-10%	10%	0%	COC(=O)CCCn1nc(NC(=O)COc2ccc(F)cc2)cc1C
